AMA1-RON2 inh: inhibitors of Plasmodium falciparum AMA1-RON2 interaction; AlphaScreen AMA1-biotinylated RON2 peptide binding; Potency, µM (titrated, usually from 58.2 µM), inactives show at the highest dose activity change, negative = inhibition, hits mostly inhibitors; 360,000 tested, 0.2% active; AID 720542;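 note: potency is the fitted concentration of half-maximal effect; 0% = vehicle wells and -100% = peptide control; nearly all actives have a fitted effect of over 45% in size; some results filed as inactive show a strong effect at the top dose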
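AMA1 (3D7) with his tag at 25 nM final met compounds first, then biotinylated RON2 peptide at 25 nM; detection used donor plus acceptor beads, 10 µg/mL apiece, read by AlphaScreen after 30 min at room temperature.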
AmpC inh no detg: AmpC beta-lactamase inhibition without detergent; AmpC nitrocefin hydrolysis, absorbance 480 nm, 0.0001% Triton; Potency, µM (doses to about 57.1 µM), inactives show at the highest dose activity change, negative = inhibition, usual class: inhibitors; 330,000 tested, 0.52% active; AID 485341;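 note: potency is the fitted concentration of half-maximal effect; plate controls were no compound for no effect and no enzyme for full effect; nearly all actives have a fitted effect of over 20% in size; some results filed as inactive show a strong effect at the top dose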
Target sequence (P00811 whole entry, looked up): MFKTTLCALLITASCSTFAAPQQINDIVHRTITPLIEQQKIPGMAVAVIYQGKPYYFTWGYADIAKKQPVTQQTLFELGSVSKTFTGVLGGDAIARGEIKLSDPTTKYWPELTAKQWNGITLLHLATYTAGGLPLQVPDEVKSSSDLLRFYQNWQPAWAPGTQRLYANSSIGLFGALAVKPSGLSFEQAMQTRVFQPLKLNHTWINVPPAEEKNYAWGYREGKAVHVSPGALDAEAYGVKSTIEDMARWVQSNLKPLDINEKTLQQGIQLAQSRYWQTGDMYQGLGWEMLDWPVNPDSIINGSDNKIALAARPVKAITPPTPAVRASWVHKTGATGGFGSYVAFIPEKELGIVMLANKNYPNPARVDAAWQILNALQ
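AmpC (5.3 nM in the dispensed reagent) in 20 mM phosphate pH 7.0 with 0.01% (detergent screen) or 0.0001% Triton X-100 was preincubated with compounds for 15 min at room temperature. Nitrocefin was then added from an 800 uM solution, and hydrolysis was followed at 480 nm.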
Giardia FBPA inh: Giardia lamblia aldolase inhibition; Potency, µM (titrated, usually from 59.6 µM), for the others: top-dose activity, negative = inhibition, hits mostly inhibitors; A8B2U2; 290,000 tested, 0.71% active; purified Giardia FBPA; note: potency is the fitted concentration of half-maximal effect; nearly all actives have a fitted effect of over 55% in size
Target sequence (A8B2U2 whole entry, looked up): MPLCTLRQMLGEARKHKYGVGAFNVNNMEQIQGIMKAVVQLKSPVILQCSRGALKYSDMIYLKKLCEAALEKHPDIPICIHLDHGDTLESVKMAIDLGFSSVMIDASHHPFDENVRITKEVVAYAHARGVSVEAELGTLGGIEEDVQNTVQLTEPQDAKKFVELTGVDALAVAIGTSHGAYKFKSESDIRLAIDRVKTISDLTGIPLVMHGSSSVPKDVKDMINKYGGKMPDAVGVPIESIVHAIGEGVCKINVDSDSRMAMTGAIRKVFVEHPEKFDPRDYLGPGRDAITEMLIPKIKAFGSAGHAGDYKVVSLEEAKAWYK
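40 nM FBPA preincubated 10 min at RT with compound (up to 57.5 uM final), then substrate plus GAPDH/TPI/NAD/arsenate coupling and diaphorase/resazurin added. Fluorescence read after 20 min at RT, 525/598 nm.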
HCMV inh: inhibitors of human cytomegalovirus. HFF cells, HCMV-luciferase reporter, 72 h; active compounds read low. activity change, negative = inhibition, % at 57.5 µM. 410,000 tested, 4.5% active; in the data active = activity change below about -60%; inconclusive = no clear call, values can overlap the other calls; inactive = above about -39%
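Cell-based, HFFs, 1000 cells/well, 16 h 37C; cpds in DMSO + HCMV-luc, MOI 1 PFU/cell; 72 h 37C; OneGlo luminescence after 5 min RT; norm. to buffer vs Salinomycin 10uM.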
Sm TGR block: inhibitors of Schistosoma mansoni thioredoxin glutathione reductase | Potency, µM (doses to about 114 µM), for the others: at the top dose activity change, negative = inhibition, most hits filed as inhibitors | Q962Y6 | purified TGR, DTNB reduction, TNB absorbance 405 nm | 360,000 tested, 3% active; note: potency is the fitted concentration of half-maximal effect; nearly all actives have a fitted effect of over 60% in size
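TGR 20 nM + NADPH 100 uM (dispensed conc.), cpd preinc 15 min RT; start with NADPH (500 uM addition) then DTNB (15 mM addition). Kinetic TNB absorbance, 405 nm filter. Four-parameter Hill fit across titration.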
AmpC inh detg: inhibitors of E. coli AmpC beta-lactamase with detergent; AmpC hydrolysis of nitrocefin, absorbance 480 nm, 0.01% Triton; 370,000 tested, 0.041% active; P00811; Potency, µM (highest dose often 114 µM), inactives show top-dose activity change, negative = inhibition, most hits filed as inhibitors;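 note: potency is the fitted concentration of half-maximal effect; 0% = no-compound wells and -100% = no-enzyme wells; nearly all actives have a fitted effect of over 25% in size; some results filed as inactive show a strong effect at the top dose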
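AmpC (5.3 nM in the dispensed reagent) in 20 mM phosphate pH 7.0 with 0.01% (detergent screen) or 0.0001% Triton X-100 was preincubated with compounds for 15 min at room temperature. Nitrocefin was then added from an 800 uM solution, and hydrolysis was followed at 480 nm.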
An asterisk follows results filed as active; ? = inconclusive; . = not tested or not shown; & = joins results of further samples; [ ] = remark or other dose. Unless noted, calls come from the whole dose curve; as a rule, active = well fitted curve in the direction sought with a large enough effect; inconclusive = small, poorly fitted or top-dose-only effect, or another doubt; inactive = no such curve, though single readings can be large; an effect the other way counts as inactive or inconclusive. Unless noted, % is set by controls: 0 for no effect and ±100 for the full control effect.

SMILES | AMA1-RON2 inh | AmpC inh no detg | Giardia FBPA inh | HCMV inh | Sm TGR block | AmpC inh detg
Cn1cccc1/C=N/NC(=O)c1ccncc1 | 26% | -22% | 0% | -7 | 1% | 8%
Cc1ccccc1NC(=O)CSc1nc(-c2ccc(F)cc2)nc2c1Cc1ccccc1O2 | . | . | . | 40 | 4% | 9%
CCNC(=O)COC(=O)Cc1ccc(Cl)cc1Cl | 15% | -10% | 0% | -39 | 5% | 1%
Cc1ccc(C)c(NC(=O)C2CCN(S(=O)(=O)c3c(C)noc3/C=C/c3cccs3)CC2)c1 | . | . | . | ? | 0% | -7%
Cc1ccc(NC(=O)Cc2coc3ccc(C(C)C)cc23)cc1Cl | . | . | . | ? | 0% | -9%
COc1cc(O)c(C(CC(=O)N2CCCC2)c2ccc3c(c2)OCO3)c(OC)c1 (stereo not drawn) | 1% | -4% | -7%&-16% | -7 | 22% | 5%
O=C1CCCC2=C1C(c1cccs1)CC(=O)N2c1ccc(F)cc1 (stereo not drawn) | 0% | -15% | 4% | 18 | 4% | 6%
Cc1cc(-c2ccccc2)nc(SCc2ccc(C(=O)O)o2)n1 | 3% | -9% | ? | -26 | -10% | 0%
COc1ccc(NC(=O)c2ccc(CNS(=O)(=O)c3cccc(OC)c3)cc2)cc1 | 0% | -25% | 5% | 6 | -5% | ?
O=CNCc1nc2ccccc2n1CCc1ccccc1 | 13% | 10% | 9% | 1 | 13% | -9%
O=C(COC(=O)c1ccc(S(=O)(=O)NCc2ccco2)cc1)NCCC1=CCCCC1 | -4% | -43% | 2% | -22 | 45µM* | -1%
CCCN1C(=O)C2(C(C(=O)c3ccc(C)o3)=C(O)C(=O)N2CCCN2CCOCC2)c2ccccc21 (stereo not drawn) | 10% | -17% | -13% | 51 | ? | ?
O=C(CSc1nc(-c2ccco2)cc(C(F)(F)F)n1)Nc1ccc(C(=O)N2CCOCC2)cc1 | 3% | 105%[activator] | 5% | -8 | -4% | -10%
O=C(c1cccnc1)N1CCc2ccccc2C1 | -2% | -9% | 1% | 34 | 2% | -3%
CC(C)CCOc1ccc(CO[C@@H]2[C@H]3OC(C)(C)O[C@H]3O[C@@H]2C(O)CO)cc1 (stereo partly drawn) | 12% | 201%[activator] | 0% | -2 | 33% | 10%
O=C(NCC(F)(F)F)Nc1cccnc1 | 29% | -12% | 1% | -4 | -21% | -12%
CCC(C)(C)NC(=O)Cc1ccccc1OC | -1% | -3% | 8% | 10 | 5% | -11%
COCCNC(=O)Nc1ccc(F)cc1 | 10% | 0%[2.29 µM] | 1% | 13 | -8% | -8%
CN1CCN(c2nc(-c3ccccc3)nc(-c3ccc(F)cc3)c2C#N)CC1 | ? | 0% | 0% | -34 | 11% | -9%
Cc1cc(=O)oc2cc(OCC(=O)N3CC[C@@]4(O)CCCC[C@H]4C3)c(Cl)cc12 | 13% | 2% | -4% | 0 | -5% | -9%
CC(=O)N1CCN(c2ccc([N+](=O)[O-])cc2C#N)CC1 | -18% | -2%[11.4 µM] | 0% | 3 | -1% | -9%
COc1ccccc1N1CCN(c2nc3ccccn3c(=O)c2C=O)CC1 | 2% | 3% | -1% | 45 | -2% | -5%
CCn1c(SCC(=O)Nc2ccc(N(C)C)cc2)nnc1-c1ccco1 | -3% | -4% | 3% | -24 | -4% | -1%
CCc1c(C(=O)Nc2cc(C(=O)OC)ccc2C)csc1C | -10% | -16% | 3% | -30 | -1% | ?
CCN(CC)C(=O)/C=C/c1ccc(OC)c(S(=O)(=O)N2CCCCC2)c1 | 13% | 39% | 4% | 15 | -1% | -3%

Whole records, quoted from the list. Screens in order: AMA1-RON2 inh, AmpC inh no detg, Giardia FBPA inh, HCMV inh, Sm TGR block, AmpC inh detg
Record of O=C1CCCC2=C1C(c1cccs1)CC(=O)N2c1ccc(F)cc1 (stereo not drawn) : 0%, -15%, 4%, 18, 4%, 6%
Record of COc1cc(O)c(C(CC(=O)N2CCCC2)c2ccc3c(c2)OCO3)c(OC)c1 (stereo not drawn) : 1%, -4%, -7%&-16%, -7, 22%, 5%

(list continues)
SMILES | AMA1-RON2 inh | AmpC inh no detg | Giardia FBPA inh | HCMV inh | Sm TGR block | AmpC inh detg
CC(CC(=O)N1CCN(c2ccccc2)CC1)S(=O)(=O)c1ccc2c(c1)NC(=O)CO2 (stereo not drawn) | 2% | 27% | . | ? | -2% | -6%
Cc1cccc(C)c1NC(=O)C1C2C=CC(C2)C1C(=O)O (stereo not drawn) | 5% | -4% | -8% | 12 | -1% | -17%
COc1ccc(CNc2nccs2)cc1OC | -1% | -10% | 17% | 8 | 4% | -7%
COc1ccc(-c2cc(OC)c3c(C)oc(C)c3c(=O)c2)cc1OC | -13% | 144%[activator] | ? | 70 | 50µM* | -3%
COc1cc(S(=O)(=O)n2cnc3ccccc32)ccc1Br | -6% | -18% | ? | 15 | 5% | -15%
O=C1CC(N2CCN(C/C=C/c3ccccc3)CC2)C(=O)N1Cc1cccs1 (stereo not drawn) | 5% | 145%[activator] | 1% | -29 | -35% | ?
COc1cccc(OCCNC(=O)c2ccc(C)cc2)c1 | 6% | -9% | 2% | . | 0% | 1%
CCCCn1c(N)c(N(C)C(=O)C2CCCC2)c(=O)[nH]c1=O | -1% | -5% | . | -4 | -4% | 1%
Cc1[nH]nc2c1C(c1ccc(-c3ccccc3C#N)o1)C(C#N)=C(N)O2 (stereo not drawn) | -3% | -11% | ? | . | 13µM* | ?
Cc1cc(C)c(S(=O)(=O)N2CCOC2CNC(=O)C(=O)NCc2ccccn2)c(C)c1 (stereo not drawn) | 65%[activator] | 44% | 8% | -11 | -26% | -5%
COc1ccc(NC2=NCCC(=O)N2Cc2cccs2)cc1 | -13% | 14% | -20% | 89 | 4% | -1%
CC(=O)Nc1ccc(C(=O)CSc2nnc3ccc4ccccc4n23)cc1 | . | . | . | 1 | -14% | 17%
Cc1ccc(SCc2nnc(NC(=O)c3ccccc3)s2)cc1 | 0% | -10% | 4% | 16 | 14% | 4%
CCN(CC(=O)NCc1ccc(F)cc1)C(=O)/C=C/c1cccs1 | 12% | -12% | 11% | 28 | 4% | -2%
COc1ccc2c([N+](=O)[O-])c(N3CCCC3)[nH]c2c1 | 7% | -17% | -3% | 24 | -6% | -8%
CN(C)c1ccc(CCN2CCOCC2)cc1 | -13% | -10% | . | 58 | -8% | -2%
CCOc1ccccc1OCCNC1CCCC1 | -4% | -9% | 2% | -19 | -14% | -19%
C/C(=N/Nc1ncc(Br)cn1)c1ccc(Br)cc1 | 110%[activator] | -16% | 12% | 22 | 2% | 1%
Cc1cccc(NC(=O)N2CCCC2C(=O)NCc2ccccc2)c1 (stereo not drawn) | -4% | -17% | 7% | -15 | 3% | -11%
Cc1oc(-c2ccc(Cl)cc2)nc1CN1C(=O)CN=C(c2ccccc2)c2ccccc21 | . | . | . | -19 | -4% | ?
O=C(CSc1nc(-c2ccccc2)cc(=O)[nH]1)Nc1ccccc1F | -10% | -36% | -17% | 3&6 | -10%&-1% | -7%&2%
Cc1ccc(NC(=O)CC2C(=O)OCC3CCCCN32)cc1Cl (stereo not drawn) | -3% | -4% | -4% | 20 | -3% | -12%
COCc1cc(C)nc(SCC(=O)Nc2cccc(C)c2)c1C#N | 2% | -10% | 8% | -14 | -15% | -2%
COc1ccc(C(C(=O)NC2CCCC2)N(C(=O)c2snc(-c3ccc(F)cc3)c2N)c2ccc(F)cc2)cc1 (stereo not drawn) | 1% | -17% | 5% | ? | -28% | -6%
O=C(Nc1ccc(F)cc1)C(Sc1nc2ccccc2[nH]1)c1ccccc1 (stereo not drawn) | -2% | -21% | 0% | -33 | 0% | -1%

Random excerpt: 7 records from the list, in no set order.
SMILES | AMA1-RON2 inh | AmpC inh no detg | Giardia FBPA inh | HCMV inh | Sm TGR block | AmpC inh detg
COc1ccc(CNc2nccs2)cc1OC | -1% | -10% | 17% | 8 | 4% | -7%
Cc1ccc(SCc2nnc(NC(=O)c3ccccc3)s2)cc1 | 0% | -10% | 4% | 16 | 14% | 4%
CC(CC(=O)N1CCN(c2ccccc2)CC1)S(=O)(=O)c1ccc2c(c1)NC(=O)CO2 (stereo not drawn) | 2% | 27% | . | ? | -2% | -6%
CCCCn1c(N)c(N(C)C(=O)C2CCCC2)c(=O)[nH]c1=O | -1% | -5% | . | -4 | -4% | 1%
COc1ccc(NC2=NCCC(=O)N2Cc2cccs2)cc1 | -13% | 14% | -20% | 89 | 4% | -1%
COc1ccc(-c2cc(OC)c3c(C)oc(C)c3c(=O)c2)cc1OC | -13% | 144%[activator] | ? | 70 | 50µM* | -3%
Cc1cccc(C)c1NC(=O)C1C2C=CC(C2)C1C(=O)O (stereo not drawn) | 5% | -4% | -8% | 12 | -1% | -17%

The listing picks up; the 2 compounds before the break are reprinted first.
SMILES | AMA1-RON2 inh | AmpC inh no detg | Giardia FBPA inh | HCMV inh | Sm TGR block | AmpC inh detg
COc1ccc(C(C(=O)NC2CCCC2)N(C(=O)c2snc(-c3ccc(F)cc3)c2N)c2ccc(F)cc2)cc1 (stereo not drawn) | 1% | -17% | 5% | ? | -28% | -6%
O=C(Nc1ccc(F)cc1)C(Sc1nc2ccccc2[nH]1)c1ccccc1 (stereo not drawn) | -2% | -21% | 0% | -33 | 0% | -1%
Nc1nnc(CC(=O)N/N=C\c2cc([N+](=O)[O-])ccc2O)s1 | -14% | -36% | -20% | -37 | -1% | ?
COC(=O)C1=C(C(=O)OC)[C@@H]2N(C)c3ccccc3[C@@]23C[C@@H](CO)N(C(=O)NCCBr)C3=N1 | -2% | 86%[activator] | -6% | 9 | 1% | 1%
COc1ccc(S(=O)(=O)n2nc(OC(=O)c3ccncc3)cc2N)cc1 | 0% | -17% | 1% | -22 | 5µM* | -3%
CCOC(=O)C1CCN(C(=O)COC(=O)c2ccc3[nH]c4c(c3c2)CCCC4)CC1 | -19% | 42% | . | -11 | -4% | -11%
COc1ccccc1C(=O)NC(=O)CSc1cccc[n+]1[O-] | 12% | -26% | 2% | -34 | -20% | 3%
CCC(OC(=O)C(NC(=O)c1ccccc1)c1ccccc1)C(=O)Nc1cc(C)on1 (stereo not drawn) | 13% | -14% | -2% | -23 | -4% | ?
CC(=O)c1c(CC(=O)O)[nH]n(-c2nc3ccccc3s2)c1=O | 30%[activator] | -37% | -16% | 115 | 2% | 2%
COc1cc(C(=O)Nc2ccc(NC(=O)c3cccc(Cl)c3)nc2)cc(OC)c1OC | 6% | 67%[activator] | 7% | -35 | 2% | -2%
CC(C)(C)C(=O)Nc1sc2c(c1-c1nc3ccccc3[nH]1)CCCC2 | 16% | -34% | -3% | -107* | -32% | -10%
CCOC(=O)N1CCN(c2c(N3CCN(c4ccccc4OC)CC3)c(=O)c2=O)CC1 | -1% | 89%[activator] | 8% | -23 | 1% | -3%

Bioassay records: PubChem BioAssay, National Center for Advancing Translational Sciences (NCATS)
